PRC2 inh: inhibitors of human EZH2/PRC2 methyltransferase; hit rate 0.35% among 57,000; PRC2 H3K27 methylation, DELFIA TRF, 1 h; Q15910; inhibition, % at 12.5 µM;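 active means mean inhibition of replicates at least 50% and every single replicate also reaching 50%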;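 further: dimethyl H3K27 on biotinylated H3 21-44 peptide detected by antibody; plate controls were median neutral control wells for no effect and median positive control wells for full effect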
Target sequence (Q15910 whole entry, looked up): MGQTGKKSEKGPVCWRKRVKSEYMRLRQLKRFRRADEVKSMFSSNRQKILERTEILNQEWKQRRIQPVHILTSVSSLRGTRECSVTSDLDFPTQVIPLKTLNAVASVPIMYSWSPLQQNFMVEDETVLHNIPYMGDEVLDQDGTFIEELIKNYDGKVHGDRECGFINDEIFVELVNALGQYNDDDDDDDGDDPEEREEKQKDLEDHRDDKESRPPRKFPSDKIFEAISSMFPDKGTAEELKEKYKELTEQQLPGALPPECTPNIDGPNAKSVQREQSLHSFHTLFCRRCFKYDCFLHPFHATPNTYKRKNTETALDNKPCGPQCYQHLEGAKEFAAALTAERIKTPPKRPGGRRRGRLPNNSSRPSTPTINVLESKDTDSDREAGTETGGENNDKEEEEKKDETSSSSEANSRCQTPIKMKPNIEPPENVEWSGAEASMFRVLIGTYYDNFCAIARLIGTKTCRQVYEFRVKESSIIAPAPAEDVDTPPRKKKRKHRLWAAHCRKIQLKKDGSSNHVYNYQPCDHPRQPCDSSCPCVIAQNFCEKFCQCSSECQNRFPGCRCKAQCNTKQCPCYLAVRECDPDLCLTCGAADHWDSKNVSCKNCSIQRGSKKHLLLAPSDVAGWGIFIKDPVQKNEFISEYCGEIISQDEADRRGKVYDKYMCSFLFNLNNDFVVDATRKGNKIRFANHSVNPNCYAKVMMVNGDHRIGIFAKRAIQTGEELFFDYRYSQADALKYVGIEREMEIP
IDH1 mut inh: IDH1 R132H (human) inhibition | IDH1 R132H reductase, diaphorase/resazurin fluorescence, 60 min | hit rate 0.18% among 70,000 | inhibition, % at 10 µM | O75874; in the data active means inhibition above about 34%;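 further: 0% = DMSO and 100% = no enzyme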
Numbers without * were called inactive; x = no result given. The list is partial, so the mix of outcomes need not match the whole.

SMILES	PRC2 inh	IDH1 mut inh
Cc1noc(C)c1NC(=O)N(C)C[C@@H]1OCc2ccccc2-c2ccccc2C(=O)N([C@@H](C)CO)C[C@@H]1C	0	x
C=C1CC[C@H]2[C@@](C)(CCC[C@@]2(C)C(=O)O)[C@@H]1CCC(C)CCO (stereo not given in full)	x	0.3
C[C@@H]1CN([C@@H](C)CO)C(=O)c2cc(NC(=O)C3CCCCC3)ccc2O[C@H]1CN(C)C(=O)Nc1ccc(F)cc1	4	x
COc1cccc(C#Cc2cnc3c(c2)C(=O)N([C@@H](C)CO)C[C@@H](C)[C@H](CN(C)C(C)=O)O3)c1	-20	-10
O=C(NCCNc1ccc(C(F)(F)F)cc1[N+](=O)[O-])c1ccc(F)cc1	11	-0.3
CO[C@H]1CN(C)C(=O)c2cc(NS(=O)(=O)c3cccc(Cl)c3)ccc2OC[C@@H](C)NC[C@@H]1C	-5	0.2
COCC(=O)Nc1ccc2c(c1)[C@@H]1C[C@H](CC(=O)NCc3ccccc3OC)O[C@H](CO)[C@@H]1O2	8	-0.7
C[C@@H]1CN([C@@H](C)CO)S(=O)(=O)c2ccc(C#CC3(O)CCCC3)cc2O[C@H]1CN(C)C(=O)Nc1ccccc1	x	0.5
C[C@H](CO)N1C[C@H](C)[C@@H](CN(C)S(=O)(=O)c2cccs2)Oc2ccc(NC(=O)CCCCCC(=O)Nc3ccccc3N)cc2CC1=O	x	0.0
CC(C)OC(=O)N(C)C[C@@H]1OCc2ccccc2-c2c(n(C)c3ccccc23)C(=O)N([C@H](C)CO)C[C@@H]1C	-9	x
CO[C@H]1CN(C)C(=O)c2cccc(C#N)c2OC[C@@H]2O[C@@H](CC[C@H]2OC)CCN(C)C(=O)[C@H]1C	11	-0.2
C[C@@H]1CN([C@H](C)CO)S(=O)(=O)c2ccc(C#Cc3ccccn3)cc2O[C@@H]1CN(C)C	-1	-1.0
Cc1ccc(S(=O)(=O)Nc2ccc3c(c2)C(=O)N([C@H](C)CO)C[C@H](C)[C@@H](CN(C)S(C)(=O)=O)OCCCC[C@H](C)O3)cc1	x	-17
COc1ccc(S(=O)(=O)Nc2ccc3c(c2)C(=O)N([C@@H](C)CO)C[C@@H](C)[C@@H](CN(C)S(=O)(=O)c2ccccc2)O3)cc1	x	-0.2
O=C(C[C@H]1CC[C@@H](NS(=O)(=O)c2ccc(F)cc2)[C@@H](CO)O1)NCc1ccc(Cl)c(Cl)c1	-5	-0.4
C[C@@H]1CCCCO[C@H](CN(C)S(=O)(=O)c2ccc(F)cc2)[C@H](C)CN([C@@H](C)CO)C(=O)c2cc(NC(=O)CCCN(C)C)ccc2O1	x	-0.4
C[C@@H]1CCCCO[C@H](CN(C)Cc2ccc(C(F)(F)F)cc2)[C@@H](C)CN([C@@H](C)CO)C(=O)c2cc(NC(=O)C3CCCCC3)ccc2O1	x	3.5
C[C@H]1CCCCO[C@H](CN(C)S(=O)(=O)c2ccc(F)cc2)[C@@H](C)CN([C@@H](C)CO)C(=O)c2cc(N(C)C)ccc2O1	5	-0.9
CCC(=O)N[C@H]1C=C[C@@H](CC(=O)NCc2ccccc2OC)O[C@H]1CO	-6	0.3
C[C@H](CO)N1C[C@H](C)[C@H](CN(C)C(=O)Nc2ccc3c(c2)OCO3)Oc2cc(C#Cc3ccccc3)ccc2S1(=O)=O	x	0.2
COc1ccccc1S(=O)(=O)Nc1ccc2c(c1)OC[C@H](C)NC[C@@H](C)[C@H](OC)CN(C)C2=O	5	-0.2
Cc1noc(C)c1NC(=O)Nc1ccc2c(c1)CC(=O)N([C@H](C)CO)C[C@@H](C)[C@H](CN(C)S(=O)(=O)c1cccs1)O2	x	-1.3
C[C@@H]1CN([C@H](C)CO)C(=O)c2cccc(NC(=O)Nc3cccc4ccccc34)c2O[C@H]1CN(C)C(=O)Nc1ccc2c(c1)OCO2	x	1.0
O=C(C[C@@H]1C=C[C@@H](NC(=O)Nc2ccccc2)[C@H](CO)O1)NCc1cccc(F)c1	0	0.1
COc1ccc(O)c(/C=N/NC(=O)c2ccccn2)c1	21	x

Reprinted from the results shown (7 entries):
SMILES	PRC2 inh	IDH1 mut inh
CCC(=O)N[C@H]1C=C[C@@H](CC(=O)NCc2ccccc2OC)O[C@H]1CO	-6	0.3
C[C@H](CO)N1C[C@H](C)[C@H](CN(C)C(=O)Nc2ccc3c(c2)OCO3)Oc2cc(C#Cc3ccccc3)ccc2S1(=O)=O	x	0.2
COc1ccccc1S(=O)(=O)Nc1ccc2c(c1)OC[C@H](C)NC[C@@H](C)[C@H](OC)CN(C)C2=O	5	-0.2
Cc1noc(C)c1NC(=O)Nc1ccc2c(c1)CC(=O)N([C@H](C)CO)C[C@@H](C)[C@H](CN(C)S(=O)(=O)c1cccs1)O2	x	-1.3
C[C@@H]1CN([C@H](C)CO)C(=O)c2cccc(NC(=O)Nc3cccc4ccccc34)c2O[C@H]1CN(C)C(=O)Nc1ccc2c(c1)OCO2	x	1.0
O=C(C[C@@H]1C=C[C@@H](NC(=O)Nc2ccccc2)[C@H](CO)O1)NCc1cccc(F)c1	0	0.1
COc1ccc(O)c(/C=N/NC(=O)c2ccccn2)c1	21	x

The list goes on.
SMILES	PRC2 inh	IDH1 mut inh
CCCC(=O)Nc1ccc2c(c1)C(=O)N(C)C[C@H](OC)[C@H](C)CN(Cc1cccc(F)c1)[C@@H](C)CO2	-8	0.2
C[C@@H]1CCCCO[C@H](CN(C)S(=O)(=O)c2cccs2)[C@H](C)CN([C@@H](C)CO)C(=O)c2cc(NS(=O)(=O)c3ccc(Cl)cc3)ccc2O1	x	0.0
C[C@H]1CN([C@@H](C)CO)C(=O)Cc2cc(NC(=O)Cc3ccccc3)ccc2O[C@H]1CN(C)C(=O)Nc1ccccc1	-6	-2.4
CO[C@@H]1CN(C)C(=O)c2cc(NC(C)=O)ccc2OC[C@H](C)N(C(=O)c2ccccc2)C[C@H]1C	-7	-0.1
CNC[C@@H]1Oc2cc(-c3ccncc3)ccc2S(=O)(=O)N([C@@H](C)CO)C[C@H]1C	-4	2.3
Cc1ccc(S(=O)(=O)Nc2ccc3c(c2)C(=O)N([C@@H](C)CO)C[C@H](C)[C@@H](CN(C)Cc2ccc(C(=O)O)cc2)OCCCC[C@H](C)O3)cc1	x	5.8
Cc1noc(C)c1S(=O)(=O)Nc1ccc2c(c1)CC(=O)N([C@H](C)CO)C[C@H](C)[C@H](CN(C)C)O2	5	2.4
CO[C@@H]1CN(C)C(=O)c2ccc(NS(C)(=O)=O)cc2OC[C@H](C)N(S(C)(=O)=O)C[C@H]1C	-7	0.2
CC(C)(C)C1CCc2nc(N)c3c(=O)oc4ccccc4c3c2C1 (stereo not given)	-1	0.1
CO[C@@H]1CN(C)C(=O)c2ccc(NC(=O)Nc3ccc(Cl)cc3)cc2OC[C@@H](C)N(C)C[C@@H]1C	-14	0.3
COc1cc(CCC(=O)N2CCC=CC2=O)cc(OC)c1OC	x	-0.3
C[C@H]1CN([C@@H](C)CO)C(=O)c2cccc(NS(=O)(=O)c3ccc(F)cc3)c2O[C@H]1CN(C)C(=O)Nc1ccc2c(c1)OCO2	x	5.3
CCCNC(=O)N(C)C[C@H]1Oc2cc(C#Cc3ccccn3)ccc2S(=O)(=O)N([C@H](C)CO)C[C@@H]1C	9	0.2
C[C@@H](NC(=O)C[C@H]1C[C@H]2c3cc(NC(=O)CC4CC4)ccc3O[C@H]2[C@@H](CO)O1)c1ccccc1	6	0.1
CS(=O)(=O)N(CC(=O)Nc1ccc(F)c(F)c1)c1ccccc1Cl	-1	0.6
C[C@H](CO)N1C[C@H](C)[C@@H](CN(C)S(C)(=O)=O)Oc2ccc(NS(C)(=O)=O)cc2C1=O	x	0.3
C=CCNC(=O)[C@H]1[C@@H]2C(=O)O[C@@H](c3ccccc3)[C@@H](c3ccccc3)N2[C@@H](c2ccc(O)cc2)[C@]12C(=O)Nc1ccc(C#CCC(C(=O)OC)C(=O)OC)cc12	-19	x
Cc1ccc(S(=O)(=O)Nc2ccc3c(c2)C(=O)N([C@@H](C)CO)C[C@H](C)[C@@H](CN(C)C(=O)NC2CCCCC2)OCCCC[C@@H](C)O3)cc1	x	1.6
C[C@@H]1CN([C@H](C)CO)C(=O)c2cccc(NC(=O)Nc3ccc(F)cc3)c2O[C@@H]1CN(C)Cc1ccc2c(c1)OCO2	-4	0.1
CN(C)CCCNC(=O)C[C@H]1CC[C@H](NS(=O)(=O)c2ccc(F)cc2)[C@H](CO)O1	6	0.8
COc1ccccc1NC(=O)c1ccc(NS(=O)(=O)c2cccc3cccnc23)cc1	-16	-0.3
NC(=O)CSc1nnc(-c2ccco2)n1-c1ccccc1	-3	0.2
CO[C@@H]1CN(C)C(=O)c2ccc(NC(C)=O)cc2OC[C@@H](C)N(C(=O)c2ccncc2)C[C@H]1C	-7	0.3
C[C@@H]1CN([C@@H](C)CO)C(=O)c2cc(C#CCC3CCCC3)cnc2O[C@@H]1CN(C)C(=O)CN(C)C	-22	2.5
COc1ccc(CN(C)C[C@@H]2Oc3ccc(NS(=O)(=O)c4ccc(C)cc4)cc3CC(=O)N([C@@H](C)CO)C[C@H]2C)cc1	x	-1.5

Next section.
SMILES	PRC2 inh	IDH1 mut inh
COc1ccc(S(=O)(=O)N(C)CC(=O)O)cc1OC	-20	-0.1
O=C(NCCc1nc2ccccc2[nH]1)c1ccc(-c2ccccc2)cc1	13	0.1
O=C(Nc1ccccc1F)N[C@@H]1CC[C@@H](CCNS(=O)(=O)c2ccc(F)cc2)O[C@@H]1CO	5	0.0
C[C@@H]1CN([C@H](C)CO)C(=O)Cc2cc(NC(=O)Nc3cccc4ccccc34)ccc2O[C@@H]1CN(C)Cc1ccccc1	-10	3.4
O=C(Nc1ccccc1)c1ccc(CNc2nccc(-c3cccnc3)n2)cc1	15	0.1
COc1ccc(S(=O)(=O)N[C@@H]2C=C[C@@H](CC(=O)NCCc3ccncc3)O[C@@H]2CO)cc1	-12	-0.1
C[C@@H]1CN([C@@H](C)CO)C(=O)c2cc(NC(=O)Cc3cn(C)c4ccccc34)ccc2O[C@@H]1CN(C)Cc1ccc(C(=O)Nc2ccccc2N)cc1	-8	-1.4
CNC[C@H]1Oc2ccc(NC(=O)Nc3ccc(C(F)(F)F)cc3)cc2C(=O)N([C@@H](C)CO)C[C@@H]1C	0	1.1
C[C@H](CO)N1C[C@H](C)[C@H](CN(C)C(=O)CCCN(C)C)OCCCC[C@H](C)Oc2ccc(NC(=O)Nc3ccccc3)cc2C1=O	x	-1.9
COC(=O)[C@@]1(Cc2ccccc2CN=[N+]=[N-])COC(c2ccc(OCCCO)cc2)=N1	11	x
O=C(NO)c1ccc(C(=O)N/N=C/c2cccc(O)c2O)cc1	76*	-1.0
C[C@@H]1CCCCO[C@@H](CN(C)C(=O)CCCN(C)C)[C@@H](C)CN([C@H](C)CO)C(=O)c2cc(NC(=O)Cc3ccccc3)ccc2O1	x	2.6
CC1CC(OC(=O)c2ccccc2O)CC(C)(C)C1 (stereo not given)	x	0.6
CO[C@H]1CN(C)C(=O)c2ccc(NC(=O)C3CCCCC3)cc2OC[C@@H](C)N(C)C[C@@H]1C	5	-0.1
CNC[C@H]1OCCCC[C@@H](C)Oc2ccc(NC(=O)c3ccncc3)cc2C(=O)N([C@H](C)CO)C[C@H]1C	-2	4.3
C[C@H](CO)N1C[C@H](C)[C@H](CN(C)C(=O)Nc2ccc(F)cc2)Oc2ccc(NC(=O)C3CC3)cc2C1=O	-6	-0.7
C[C@@H]1CN([C@@H](C)CO)C(=O)c2cc(NS(C)(=O)=O)ccc2O[C@H]1CN(C)S(=O)(=O)c1ccc(Cl)cc1	x	2.8
O=C1CC(C(=O)Nc2ccc(C(=O)O)c(O)c2)C(c2ccccc2)O1 (stereo not given)	1	0.2
C[C@H](CO)N1C[C@H](C)[C@@H](CN(C)S(=O)(=O)c2cccs2)Oc2ccc(NC(=O)CCN3CCOCC3)cc2CC1=O	x	-1.8
Cc1ccc(-c2ccc3c(c2)O[C@H](CN(C)Cc2ccncc2)[C@@H](C)CN([C@@H](C)CO)S3(=O)=O)cc1	14	1.2
Cc1noc(C)c1NC(=O)N[C@@H]1C=C[C@H](CC(=O)N2CCN(C)CC2)O[C@@H]1CO	5	0.5
C[C@@H]1CN([C@@H](C)CO)C(=O)c2cccc(NC(=O)CCCCCC(=O)Nc3ccccc3N)c2O[C@H]1CN(C)S(=O)(=O)c1ccc(Cl)cc1	-10	x
C[C@@H]1CCCCO[C@@H](CN(C)C(=O)NC2CCCCC2)[C@H](C)CN([C@@H](C)CO)C(=O)c2cc(NC(=O)Nc3cccc4ccccc34)ccc2O1	x	2.0
C[C@H]1CN([C@@H](C)CO)C(=O)c2cc(-c3ccc(C#N)cc3)cnc2O[C@H]1CN(C)C(=O)Nc1ccc(C(F)(F)F)cc1	-17	x
C[C@@H]1CCCCO[C@H](CN(C)Cc2ccncc2)[C@H](C)CN([C@H](C)CO)C(=O)c2cc(NS(=O)(=O)c3cn(C)cn3)ccc2O1	x	1.4
CO[C@@H]1CN(C)C(=O)c2cc(NC(=O)Nc3ccccc3)ccc2OC[C@@H](C)N(C(=O)CN(C)C)C[C@@H]1C	-7	-0.1
CC(C)c1cn(CC[C@@H]2CC[C@@H](NC(=O)C3CCCCC3)[C@@H](CO)O2)nn1	1	0.2
Cc1noc(C)c1NC(=O)N(C)C[C@@H]1Oc2ccc(NC(=O)C3CCCCC3)cc2C(=O)N([C@H](C)CO)C[C@@H]1C	x	-0.1
C[C@H](CO)N1C[C@H](C)[C@@H](CN(C)Cc2ccc3c(c2)OCO3)Oc2ccc(NC(=O)c3ccncc3)cc2CC1=O	1	0.7

One compound at a time, from the list above. Values in the order: PRC2 inh, IDH1 mut inh
Cc1noc(C)c1S(=O)(=O)Nc1ccc2c(c1)CC(=O)N([C@H](C)CO)C[C@H](C)[C@H](CN(C)C)O2 across the screens: 5, 2.4
CO[C@@H]1CN(C)C(=O)c2cc(NC(C)=O)ccc2OC[C@H](C)N(C(=O)c2ccccc2)C[C@H]1C across the screens: -7, -0.1
